XIAP antagonists – XIAP antagonists, biochemical, IAP family, fluorescence polarization (AID 1018). XIAP BIR domain, fluorescence polarization peptide displacement; higher % means a stronger effect. hit rate 0.007% among 200,000. one-dose displacement, % at 20 µM; IC50 in µM for titrated hits; in the data active means displacement above about 50%; further: a part of the inactive calls stands beside numbers as strong as those of hits
TNAP activation fold – human TNAP enzyme activators, primary screen, biochemical, luminescent, no phosphate acceptor, uHTS (AID 1001); purified TNAP, luminescent activation assay, no phosphate acceptor; higher activation fold means a stronger effect; one-dose activation fold at 20 µM; EC50 in µM for titrated hits; hit rate 0.03% among 200,000; in the data active means activation fold from about 3, or a potency from the dose series; inactive means the rest, 99 in 100 with activation fold below about 1.6; further: many of its hits are not listed in these tables
NOD1 NF-kB reporter – inhibition of NOD1-driven NF-kB reporter – cell-based, luminescence, uHTS, primary screen (AID 1578); NOD1-driven NF-kB luciferase reporter cells, luminescence; higher % means a stronger effect; inhibition, % at 4 µM; hits with a dose series show EC50 in µM; hit rate 1% among 290,000; in the data active means inhibition mostly above about 36%, no sharp cut-off; inactive means mostly below about 34%;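 further: HEK-293T reporter cells stimulated with the NOD1 agonist gamma-tri-DAP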
LYP phosphatase – inhibitors of LYP phosphatase, biochemical, fluorescence intensity, uHTS (AID 1779) | recombinant LYP phosphatase, fluorescence intensity; higher % means a stronger effect | one-dose inhibition, % at 11.5 µM; IC50 in µM for titrated hits | hit rate 0.054% among 290,000;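 further: plate controls were vehicle with enzyme for no effect and no enzyme for full effect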
KOR beta-arrestin-1 – KOR agonists, beta-arrestin recruitment, primary screen, cell-based, luminescence, uHTS (AID 1777) | KOR beta-arrestin recruitment, luminescence; higher % means a stronger effect | activation, % at 10 µM, or EC50 in µM where a hit was titrated | hit rate 0.02% among 280,000; in the data active means activation above about 50%, passing the limit was not always enough; further: a part of the inactive calls stands beside numbers as strong as those of hits
PMI inhibitors – inhibitors of human PMI, primary screen, biochemical, fluorescence intensity, coupled assay (AID 1209); purified PMI enzyme, coupled fluorescence intensity; higher % means a stronger effect; inhibition, % at 20 µM, or IC50 in µM where a hit was titrated; hit rate 0.42% among 190,000;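 further: plate controls were DMSO vehicle for no effect and wells lacking substrate for full effect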
KOR beta-arrestin-2 – kappa opioid receptor blockers – cell-based, luminescence, uHTS (AID 1778). KOR beta-arrestin recruitment, luminescence, antagonist mode; higher % means a stronger effect. hit rate 0.091% among 290,000. one-dose inhibition, % at 10 µM; IC50 in µM for titrated hits; further: strong numbers were not always called active
NOD2 inhibition – NOD2 signaling inhibitors, cell-based, luminescence, uHTS, HEK293 (AID 1566); hit rate 0.63% among 290,000; HEK293 NOD2/NF-kB luciferase reporter, luminescence; higher % means a stronger effect; inhibition, % at 4 µM, or EC50 in µM where a hit was titrated; further: many of its hits are not listed in these tables
PMI inhibition – MPI inhibition at elevated mannose 6-phosphate – biochemical, fluorescence intensity, high mannose 6-phosphate, primary screen (AID 1220). recombinant PMI enzyme, coupled fluorescence intensity; higher % means a stronger effect. one-dose inhibition, % at 20 µM; IC50 in µM for titrated hits. hit rate 0.66% among 190,000
An asterisk follows results filed as active; i = inactive; / = not tested or not shown; [ ] = another dose, or the depositor's remark. Unless noted, no stated cut-off is given here; in the data, active means inhibition above about 50%; inactive means the rest. An excerpt (hit frequency here may not be typical).

SMILES	XIAP antagonists	TNAP activation fold	NOD1 NF-kB reporter	LYP phosphatase	KOR beta-arrestin-1	PMI inhibitors	KOR beta-arrestin-2	NOD2 inhibition	PMI inhibition
COC(=O)c1ccccc1NC(=O)NCc1ccccn1	1.3%	1.1	-25%	1%	-5.5%	18%	21%	2%	14%
CC(C)c1nnc(NC(=O)CCC(=O)N2CCN(C3CCCCC3)CC2)s1	-9.5%	0.9	14%	0%	-2.2%	-13%	10%	-46%	-6%
CCn1cc(C(=O)NCCCN2CC(C)CC(C)C2)c(=O)c2cc(S(=O)(=O)N(C)C3CCCCC3)ccc21 (configuration not stated)	/	/	-33%	-9%	8.0%	/	8%	16%	/
CCCCNC(=S)NNC(=O)c1cc(-c2ccncc2)nc2ccccc12	/	/	-15%	3%	-5.1%	/	7%	7%	/
COC(=O)c1scc(C)c1NC(=O)/C=C/C(=O)O	/	/	2%	-10%	-0.7%	/	30%	10%	/
Cc1c(NC(=O)CCN2C(=O)c3ccccc3C2=O)c(=O)n(-c2ccccc2)n1C	-8.6%	1	6%	-4%	0.2%	-7%	-50%	0%	-14%
O=C(N/N=C/c1cn[nH]c1-c1ccccc1)c1ccco1	-0.9%	1	-32%	-4%	-4.7%	10%	-26%[20 µM]	14%	9%
O=C(N/N=C/c1cccnc1)c1cc(-c2ccccc2)nc2ccccc12	/	/	1%	-1%	-0.3%	/	1%	3%	/
CCOc1ncccc1C(=O)OCc1ccc([N+](=O)[O-])cc1	-1.1%	1.1	-38%	-4%	-2.0%	1%	3%	12%	-2%
Cc1cc(-c2csc(N)n2)c(C)n1Cc1ccco1	-1.3%	1	-20%	-7%	-8.8%	-54%	4%	2%	-64%
O=C(CSc1ccccc1F)NC(=O)NCc1ccco1	-6.7%	1.1	-43%	1%	-2.0%	-16%	-7%	-4%	-4%
CC(C)(C)C1(O)CC(C(F)(F)F)=NN1C(=O)CCCc1ccccc1 (configuration not stated)	-5.6%	1.1	-28%	2%	8.3%	14%	5%	2%	18%
CCOC(=O)c1ccc(NC(=O)NCc2ccccn2)cc1	/	/	-21%	-8%	6.6%	/	-24%	10%	/
Cc1ccc(S(=O)(=O)N(C)CC(=O)N2CCc3ccccc32)cc1	-1.8%	1.1	-23%	-2%	-4.0%	22%	11%	-10%	16%
O=C1/C(=C/c2cccs2)N=C(c2cccs2)N1Nc1ccccc1	-3.4%	1	-20%	3%	-3.5%	21%	-18%	-42%	16%
O=C(NCc1ccccc1)c1cc(=O)[nH]c2ccccc12	-3.2%	1	-3%	-7%	-7.7%	-16%	-6%	10%	-16%
Cc1ccc(-c2nc(NCC3CCCO3)sc2C)cc1 (configuration not stated)	-4.3%	1.1	-53%	6%	-3.0%	-8%	-8%	-18%	3%
Cc1ccc2c(Cl)cc(Cl)c(OCC(=O)Nc3ccc(C)c(S(=O)(=O)N(C)C)c3)c2n1	-3.6%	1	15%	-6%	-5.2%	21%	20%	13%	34%
CCOC(=O)C1CCN(C(=O)COC(=O)CSc2ccc(C(N)=O)cc2[N+](=O)[O-])CC1	/	/	-14%	-1%	-0.7%	/	-5%	12%	/
O=C(Nc1ccccc1)N1CCCC1	-5.6%	1.1	-18%	-4%	8.3%	-4%	-73%	-7%	-6%
Cc1ccsc1/C=N/Nc1nc(=O)[nH]nc1C	-2.1%	1	-34%	2%	-2.8%	-10%	26%	-61%	5%
CCCCn1c(=O)[nH]c(=O)c2c1nc(-c1ccncc1)n2CCOC	-6.9%	1.1	/	-5%	3.0%	0%	-3%	18%	-6%
CCn1c(NC(=O)Nc2ccccc2OC)nc2ccccc21	-3.3%	1	-20%	-7%	1.8%	11%	23%	26%	25%
Cc1ccc(S(=O)(=O)N2CCCOC2CNC(=O)C(=O)NCc2cccnc2)cc1 (configuration not stated)	-4.4%	1.1	-37%	-7%	5.3%	9%	-11%	11%	-2%
O=C(NC1CC1)C1CCCN1C(=O)NC1CCCCC1 (configuration not stated)	6.7%	1.2	-11%	-8%	-4.7%	-1%	19%	19%	8%
Cc1nc2ccccn2c1C(=O)NN=C1C2CC3CC(C2)CC1C3	-61%	1.9	-35%	-5%	-1.1%	-9%	-9%	6%	2%
COc1ccc(NC(=O)CSc2nccn2Cc2ccco2)cc1	/	/	-4%	-12%	5.1%	/	-7%	-26%	/
CCOc1ccc(S(=O)(=O)NCCC(=O)OC(C)C(=O)N2CCc3ccccc32)cc1 (configuration not stated)	-3.7%	1.1	18%	-2%	-2.2%	9%	8%	32%	10%
O=C(CCCN1C(=O)/C(=C/c2cccs2)SC1=S)Nc1cccnc1	-2.5%	1	-2%	-9%	/	/	i	24%	/
Cc1ccc(S(=O)(=O)N(C)CCCC(=O)NCc2ccc3c(c2)OCO3)cc1	-7.8%	1.1	-18%	-1%	-0.6%	3%	10%	-36%	-6%
CCOc1ccccc1N1CCN(S(=O)(=O)c2cccc3nsnc23)CC1	-0.2%	1.1	-16%	-8%	-3.7%	10%	13%	7%	9%
CS(=O)(=O)N(Cc1ccco1)CC(O)Cn1c2ccccc2c2ccccc21 (configuration not stated)	0.1%	1.1	-34%	4%	1.2%	23%	-7%	-23%	18%
Cc1cc(S(=O)(=O)N2CCCC2)ccc1OCC(=O)NC1CCCC1	-0.6%	1.1	1%	-4%	0.5%	1%	-18%	20%	-4%
Cc1ccc(C23OC(=O)C(C)(C)C2OC(=O)C3(C)C)cc1 (configuration not stated)	-5.8%	1.1	-4%	-4%	3.2%	8%	-12%	12%	10%
CC1CCN(C(=O)COC(=O)CCc2c[nH]c3ccccc23)CC1	-3.0%	1	-44%	0%	-2.2%	-4%	-18%	-8%	-2%
CC1(C)CC(=O)C2=C(C1)OC(N)=C(C#N)C21CCN(C(=O)OCc2ccccc2)CC1	-6.4%	1	8%	2%	6.6%	11%	2%	5%	4%
COc1ccc(NC(=O)Cc2ccc(-c3ccccc3)cc2)cn1	-5.1%	1	-13%	-8%	-6.3%	5%	-16%	-16%	30%
COc1ccc(-n2nc(C(=O)O)c3ccccc3c2=O)c(OC)c1	-1.5%	1.1	-12%	-6%	-0.8%	10%	-2%	6%	6%
Fc1ccc(-c2nnc(CSc3nnc4ccccn34)o2)cc1	-1.4%	0.8	-25%	-4%	-0.2%	2%	-30%	-4%	7%
CN(C)/C=C(/C(=O)c1ccccc1Cl)S(C)(=O)=O	-15%	1.1	-16%	-6%	0.9%	0%	-36%[20 µM]	12%	4%

Shown with values under each structure: part of the list above.
Results follow in this order: XIAP antagonists	TNAP activation fold	NOD1 NF-kB reporter	LYP phosphatase	KOR beta-arrestin-1	PMI inhibitors	KOR beta-arrestin-2	NOD2 inhibition	PMI inhibition
- Cc1ccsc1/C=N/Nc1nc(=O)[nH]nc1C
  -2.1%	1	-34%	2%	-2.8%	-10%	26%	-61%	5%
- CCCCn1c(=O)[nH]c(=O)c2c1nc(-c1ccncc1)n2CCOC
  -6.9%	1.1	/	-5%	3.0%	0%	-3%	18%	-6%
- CCn1c(NC(=O)Nc2ccccc2OC)nc2ccccc21
  -3.3%	1	-20%	-7%	1.8%	11%	23%	26%	25%
- Cc1ccc(S(=O)(=O)N2CCCOC2CNC(=O)C(=O)NCc2cccnc2)cc1 (configuration not stated)
  -4.4%	1.1	-37%	-7%	5.3%	9%	-11%	11%	-2%

(further entries)
SMILES	XIAP antagonists	TNAP activation fold	NOD1 NF-kB reporter	LYP phosphatase	KOR beta-arrestin-1	PMI inhibitors	KOR beta-arrestin-2	NOD2 inhibition	PMI inhibition
COc1ccc(C2CC(C)(c3ccc(OC)cc3)Nc3ccccc3N2)cc1 (configuration not stated)	/	/	-10%	7%	-1.3%	/	-20%	-51%	/
c1ccc(-c2nn3c(-c4ccccc4)nnc3s2)cc1	-5.5%	0.9	-69%	8%	24%	7%	-23%	8%	6%
O=C(CCCSc1nc2ccccc2[nH]1)Nc1ccccc1	-2.2%	1	5%	2%	0.8%	10%	-23%	10%	1%
Cc1ccc(C(=O)OCC(=O)NCc2ccco2)cc1	-1.5%	1.2	-4%	-3%	6.1%	4%	-11%	-16%	2%
COC(=O)COc1ccc(S(=O)(=O)NCc2ccncc2)cc1	-7.3%	1.1	30%	-4%	-1.3%	12%	-35%	23%	9%
O=C(NCc1ccc2c(c1)OCO2)C1CCCN(S(=O)(=O)c2cccs2)C1 (configuration not stated)	-2.7%	1.1	-27%	3%	-2.4%	5%	15%	-39%	1%
COc1ccc(C(=O)Nc2ccc(C(=O)NCC3CCCO3)cc2)c(OC)c1OC (configuration not stated)	/	/	-32%	-3%	4.5%	/	-45%[20 µM]	10%	/
COc1ccc(OCC(=O)Nc2nnc(C)s2)cc1	-1.9%	1.1	-18%	2%	1.1%	0%	9%	0%	1%
Cc1ccccc1-n1ccnc1SCC(=O)NCC1CCCO1 (configuration not stated)	/	/	-9%	-13%	7.6%	/	1%	12%	/
O=C(CCC1CCCN(C(=O)c2ccoc2)C1)NCc1ccccc1F (configuration not stated)	-6.5%	1.1	-7%	-13%	0.8%	0%	-3%	15%	-5%
COc1ccc(NC(=O)c2sc3nc(Cc4ccccc4)cc(C(F)(F)F)c3c2N)cc1OC	-3.9%	1	17%	-1%	1.1%	8%	-2%	32%	10%
CC1CN(C)CCC1OC(=O)c1ccccc1 (configuration not stated)	/	/	-20%	-5%	1.0%	/	-16%[20 µM]	1%	/
O=C(NC1CCCCCC1)C1c2ccccc2C(=O)N1CCCN1CCOCC1 (configuration not stated)	-7.8%	1.2	8%	-3%	-4.1%	3%	-2%	10%	-6%
CCOC(=O)c1c(N)sc(C(O)(C(F)(F)F)C(F)(F)F)c1-c1ccc(F)cc1	-2.7%	1	26%	-4%	1.7%	19%	-28%	1%	11%
CCC(=O)c1ccc(OCc2ccccc2)c(OC)c1	-5.8%	1	-50%	-10%	-0.1%	-2%	10%	-57%	-2%
CCOC(=O)c1cccc(NC(=O)CSc2nc3ccccc3c(=O)n2CC)c1	-6.8%	1.1	-43%	2%	-4.2%	17%	0%	0%	13%
CC(=O)N1c2ccc(S(=O)(=O)NCCC(=O)NCCc3cccc(C)c3)cc2CC1C (configuration not stated)	/	/	-12%	-6%	2.0%	/	-17%	12%	/
Cc1ccc(-c2csc(NC(=O)Cc3cccs3)n2)cc1C	-6.3%	0.8	-72%	-5%	12%	-10%	0%	-10%	0%
COc1ccc(CCN(Cc2nc(-c3ccccc3)no2)Cc2nc(-c3ccccc3)no2)cc1OC	-6.4%	1	-12%	-2%	1.8%	1%	31%	-8%	-1%
COc1ccc(S(=O)(=O)N(CC(=O)O)c2ccccn2)cc1	-3.3%	1.1	-2%	-8%	2.6%	-14%	0%	8%	-10%
O=C(NCc1ccccn1)c1ccc(OC2CCN(Cc3ccccc3)CC2)cc1	/	/	-11%	-12%	4.2%	/	-5%	-5%	/

Ordered by value in NOD2 inhibition (largest number first): some entries from above
structure	NOD2 inhibition
CN(C)/C=C(/C(=O)c1ccccc1Cl)S(C)(=O)=O	12%
O=C(CCCSc1nc2ccccc2[nH]1)Nc1ccccc1	10%
O=C(N/N=C/c1cccnc1)c1cc(-c2ccccc2)nc2ccccc12	3%
O=C(CSc1ccccc1F)NC(=O)NCc1ccco1	-4%
CS(=O)(=O)N(Cc1ccco1)CC(O)Cn1c2ccccc2c2ccccc21 (configuration not stated)	-23%
COc1ccc(NC(=O)CSc2nccn2Cc2ccco2)cc1	-26%
